DTT redox prof: compounds producing H2O2 with reducing agent – biochemical, NIH compound library profiling, artefact control for MLSCN library redox annotation, primary screen | DTT-dependent redox cycling H2O2, phenol red/HRP absorbance; 100% = 100 µM peroxide control, 0% = buffer | activation, % at 10 µM | 0.03% of 200,000 active | AID 878;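 active = activation of at least 50% relative to the plate's high and low controls in the primary single-dose screen; inactive = activation below 50%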;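 also: compound incubated with DTT at 0.8 mM final as the reducing agent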
STAT1 inh: reduces IFN-gamma driven STAT1 reporter signal; NIH 3T3 STAT1-luciferase reporter, luminescence; inhibition, % at 5.5 µM; 0.35% of 200,000 active; AID 920;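 active = inhibition above a set limit, the mean inhibition across all tested compounds plus 3 SD, cut at about 34% in these data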;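 also: 0% = IFN-gamma with DMSO and 100% = IFN-gamma with 300 µM nifuroxazide; values of inactives mirror those of a sister screen read the other way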
HMGR II inh: blocks class II HMG-CoA reductase of Enterococcus faecalis | purified E. faecalis HMGR, NADPH absorbance 340 nm kinetic | inhibition, % at 10 µM | 0.41% of 190,000 active | AID 1066;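 active = inhibition above a set limit, the median over all tested compounds plus 3 SD, cut at about 9.5% in these data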;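 also: enzyme runs in reverse so mevalonate oxidation gives rising NADPH absorbance; 0% = complete reaction with DMSO and 100% = background rate lacking mevalonate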
TLR4-MyD88 BLA: inhibitors of human TLR4-MyD88 binding; O00206+Q99836; HeLa CL3-4 TLR4/MyD88 BLA complementation, FRET ratio; inhibition, % at 8.4 µM; 0.18% of 200,000 active; AID 861; in the data active = inhibition above about 25%;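 also: 0% = vehicle and 100% = reference inhibitor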
Target sequence (O00206 whole entry, looked up): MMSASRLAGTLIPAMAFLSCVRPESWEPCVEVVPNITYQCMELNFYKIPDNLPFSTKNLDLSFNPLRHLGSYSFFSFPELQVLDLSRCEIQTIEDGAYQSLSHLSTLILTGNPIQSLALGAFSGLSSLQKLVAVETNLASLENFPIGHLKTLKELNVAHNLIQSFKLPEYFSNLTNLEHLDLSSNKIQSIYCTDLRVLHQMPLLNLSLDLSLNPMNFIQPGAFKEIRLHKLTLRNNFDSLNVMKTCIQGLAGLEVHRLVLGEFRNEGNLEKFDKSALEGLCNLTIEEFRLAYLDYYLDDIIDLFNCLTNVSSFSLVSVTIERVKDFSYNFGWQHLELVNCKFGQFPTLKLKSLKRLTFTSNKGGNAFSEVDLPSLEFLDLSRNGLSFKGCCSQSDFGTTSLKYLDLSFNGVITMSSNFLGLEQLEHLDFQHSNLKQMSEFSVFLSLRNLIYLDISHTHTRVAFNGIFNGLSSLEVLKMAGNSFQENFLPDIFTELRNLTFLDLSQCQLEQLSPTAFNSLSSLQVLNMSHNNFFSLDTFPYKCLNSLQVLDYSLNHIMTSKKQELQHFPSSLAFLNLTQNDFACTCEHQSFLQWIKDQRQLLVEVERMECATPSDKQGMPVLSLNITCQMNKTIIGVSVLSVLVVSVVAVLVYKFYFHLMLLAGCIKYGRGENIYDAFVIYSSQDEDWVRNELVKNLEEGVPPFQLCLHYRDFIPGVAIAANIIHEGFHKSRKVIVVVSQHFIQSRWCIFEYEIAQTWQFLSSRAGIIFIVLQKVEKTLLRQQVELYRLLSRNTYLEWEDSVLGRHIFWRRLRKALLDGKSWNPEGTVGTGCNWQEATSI
Target sequence (Q99836 whole entry, looked up): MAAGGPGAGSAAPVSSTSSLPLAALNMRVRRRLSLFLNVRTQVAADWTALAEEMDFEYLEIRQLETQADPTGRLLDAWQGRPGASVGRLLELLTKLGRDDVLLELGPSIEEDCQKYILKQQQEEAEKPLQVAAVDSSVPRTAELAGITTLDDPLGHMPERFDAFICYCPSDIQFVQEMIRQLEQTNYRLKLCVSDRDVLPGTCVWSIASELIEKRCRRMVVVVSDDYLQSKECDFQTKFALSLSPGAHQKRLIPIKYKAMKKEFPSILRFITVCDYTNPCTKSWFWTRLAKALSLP
APP 5'UTR act: activates APP 5'UTR luciferase reporter; SH-SY5Y APP 5'UTR luciferase reporter, luminescence; zero percent = DMSO vehicle wells; activation, % at 2 µM; 1% of 190,000 active; AID 1276;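 active = activation above a set limit, based on mean plus 3 SD of controls, cut at about 140% in these data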; also: values of inactives mirror those of a sister screen read the other way
NF-kB expr up: NF-kB expression increase, human neuronal cells; fold change at 12.5 µM; 1.6% of 190,000 active; NF-kB reporter expression; stronger effect = higher value; in the data active = fold change above about 3.3
STAT3 inh: reduces IL-6 driven STAT3 reporter signal; 0.89% of 190,000 active; U3A cells, IL-6 STAT3-luciferase reporter, luminescence; host cell line lacks STAT1; inhibition, % at 5.5 µM; AID 862;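 active = inhibition above the mean inhibition across all screened compounds plus 3 SD, cut at about 44% in these data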;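 also: 0% = DMSO only wells and 100% = 100 µM nifuroxazide control wells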
Hsp70 activator: transcriptional activators of Hsp70; activation, % at 10 µM; HeLa Hsp70 promoter luciferase reporter, luminescence; scaled: vehicle 0, proteasome-inhibitor control 100%; 0.04% of 200,000 active; AID 1203;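 active = activation above the mean across all tested compounds plus 3 SD, cutoff set per campaign, cut at about 5.5% in these data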;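 also: 100% = MG132 at 30 µM as the positive control and 0% = DMSO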
STAT3 activator: STAT3 signaling activation | 0.91% of 190,000 active | AID 871 | activation (% of control), % at 5.6 µM | U3A cells, IL-6 STAT3-luciferase reporter, luminescence; 100% = signal with IL-6 EC80 alone;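 active = activation above the screen-wide mean of compound activation plus 3 SD, cut at about 130% in these data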;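 also: 0% = background luminescence of wells with medium and substrate only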
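Material: STAT1-lacking human U3A cells, STAT3 luciferase reporter | Benchmarks: IL-6-only wells as 100% reference | Probe or stimulus: IL-6 (33 ng/mL) | Timing: Compound 1 h, then IL-6 6 h at 37 °C | Detection: Luminescence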
STAT1 activator: activators of IFN-gamma induced STAT1 signaling | NIH 3T3 STAT1-luciferase reporter, luminescence; 100% = IFN-gamma alone, no compound | activation (% of control), % at 5.5 µM | 2.6% of 200,000 active;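 active = activation above the screen-wide mean activation plus 3 SD, cut at about 130% in these data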;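 also: raw ratio to IFN-gamma control signal so 100% means no change and 0% no light; values of inactives mirror those of a sister screen read the other way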
An asterisk follows results filed as active.

SMILES	DTT redox prof	STAT1 inh	HMGR II inh	TLR4-MyD88 BLA	APP 5'UTR act	NF-kB expr up	STAT3 inh	Hsp70 activator	STAT3 activator	STAT1 activator
O=C(Cn1cncn1)NCc1cccc2ccccc12	-4.1	-5	-6	-2	4	1.4	-6	0.9	106	104
S=C(NC1CC1)NC1CCCc2ccccc21 (configuration not stated)	-0.8	0	-1	3	4	1.1	4	0.0	99	99
Cc1nc2[nH]c(=S)[nH]c2cc1Br	-3.0	-6	6	-14	13	1	-2	-0.2	106	106
CCOC(=O)C1CCc2sc(N)c(C#N)c21 (configuration not stated)	-0.1	-2	-7	-3	6	1.2	-6	-0.4	106	102
COCCNC(=O)CSc1nc2c(n1-c1ccccc1)CCCC2	1.8	4	-2	6	1	1.2	0	-0.1	102	96
N#Cc1ccccc1OCC(=O)OCC(=O)N1CCN(C(=O)c2ccco2)CC1	-2.1	-8	4	1	-12	0.83	5	-0.2	99	107
CC(=O)Oc1ccc(Oc2ccc(-c3noc(C)n3)cc2)cc1	0.8	-13	-2	12	25	5.7*	13	-0.3	92	112
NS(=O)(=O)c1ccc(NC(=O)c2c(Cl)cccc2Cl)cc1	0.8	5	-4	8	-11	1.4	8	0.1	94	94
CC(C)(C)c1cc(C(=O)N/N=C/c2ccc(F)cc2)n(-c2ccccc2)n1	0.9	3	0	-14	-4	1	13	0.0	95	97
Cc1cccc2sc(NC(=O)[C@@H]3CCCN3C(=O)c3cccs3)nc12	-0.2	5	-2	-11	-15	1.2	11	-0.2	93	96
CC1=CC(=C(C#N)c2nc3ccccc3s2)C=C(C)N1c1ccc(F)cc1F	4.9	8	-4	-7	49	0.55	4	-0.2	94	93
CC(=O)CCC(=O)OCC(=O)Nc1ccc(SC(F)F)cc1	-1.9	-4	-2	-1	-3	1.4	1	-0.2	101	103
COc1ccc(N2CCN(C(=S)Nc3ccc(C)cc3C)CC2)cc1	0.2	-2	-4	4	9	1.2	7	-0.2	98	100
COc1ccc(/C=N/NC(=O)c2c(C)n(C)c3ccc(OC)cc23)c(OC)c1	0.3	0	-11	4	-10	1.1	6	-0.2	97	100
Cc1cnc(NC(=O)c2cc3c(C)nn(-c4ccccc4)c3s2)s1	3.6	-6	2	5	-8	0.9	-2	0.0	105	105
c1ccc2c(c1)OCC(c1nnc3sc(-c4ccc5c(c4)OCO5)nn13)O2 (configuration not stated)	2.9	-1	2	-8	10	1.5	1	-0.5	102	101
Cc1cccc(NS(=O)(=O)c2cccs2)c1	0.1	0	-1	21	4	1.3	-8	-0.1	111	100
CCOC(=O)c1ccc(CN(Cc2ccccc2)S(=O)(=O)c2cccc([N+](=O)[O-])c2)cc1	0.9	8	-4	0	2	1.1	9	-0.2	89	93
Cc1nc(SCC(=O)NNC(=O)c2cccs2)[nH]c(=O)c1C	-0.3	-9	-2	8	26	0.93	0	-0.6	103	108
CCn1c(C)nc2cc(C(=O)N/N=C/c3ccc(OC)cc3)ccc21	-1.6	-14	-8	-18	38	1.2	13	-0.2	91	112
CC1CCCN(C(=O)CCc2ccccc2)C1 (configuration not stated)	0.3	-5	-7	-4	9	1.5	4	-0.5	96	104
O=C(CSc1nnc(C2CC2)n1Cc1ccccc1)c1cc2ccccc2o1	1.8	0	-2	-5	10	1	-8	-0.3	108	100
Cc1cccc(NC(=O)C2CC(=O)OC23CCCCC3)c1 (configuration not stated)	-0.8	13	-2	-15	6	0.98	6	-0.3	97	88
Cc1cc(NS(=O)(=O)c2ccc(NC(=O)CSc3nnc(-c4ccco4)n3N)cc2)nc(C)n1	-0.1	12	-1	1	-2	1.2	7	-0.3	94	89
CCOC(=O)c1[nH]c2ccc(OCC)cc2c1CCCN1C(=O)c2ccccc2C1=O	0.1	2	5	-5	6	0.7	8	-0.3	96	99

Exported field by field: part of the list above.
mol: Cc1cccc2sc(NC(=O)[C@@H]3CCCN3C(=O)c3cccs3)nc12
  DTT redox prof: -0.2
  STAT1 inh: 5
  HMGR II inh: -2
  TLR4-MyD88 BLA: -11
  APP 5'UTR act: -15
  NF-kB expr up: 1.2
  STAT3 inh: 11
  Hsp70 activator: -0.2
  STAT3 activator: 93
  STAT1 activator: 96
mol: CC1=CC(=C(C#N)c2nc3ccccc3s2)C=C(C)N1c1ccc(F)cc1F
  DTT redox prof: 4.9
  STAT1 inh: 8
  HMGR II inh: -4
  TLR4-MyD88 BLA: -7
  APP 5'UTR act: 49
  NF-kB expr up: 0.55
  STAT3 inh: 4
  Hsp70 activator: -0.2
  STAT3 activator: 94
  STAT1 activator: 93
mol: CC(=O)CCC(=O)OCC(=O)Nc1ccc(SC(F)F)cc1
  DTT redox prof: -1.9
  STAT1 inh: -4
  HMGR II inh: -2
  TLR4-MyD88 BLA: -1
  APP 5'UTR act: -3
  NF-kB expr up: 1.4
  STAT3 inh: 1
  Hsp70 activator: -0.2
  STAT3 activator: 101
  STAT1 activator: 103
mol: COc1ccc(N2CCN(C(=S)Nc3ccc(C)cc3C)CC2)cc1
  DTT redox prof: 0.2
  STAT1 inh: -2
  HMGR II inh: -4
  TLR4-MyD88 BLA: 4
  APP 5'UTR act: 9
  NF-kB expr up: 1.2
  STAT3 inh: 7
  Hsp70 activator: -0.2
  STAT3 activator: 98
  STAT1 activator: 100

Back to the main list, repeating the 3 entries before the break.
SMILES	DTT redox prof	STAT1 inh	HMGR II inh	TLR4-MyD88 BLA	APP 5'UTR act	NF-kB expr up	STAT3 inh	Hsp70 activator	STAT3 activator	STAT1 activator
Cc1cccc(NC(=O)C2CC(=O)OC23CCCCC3)c1 (configuration not stated)	-0.8	13	-2	-15	6	0.98	6	-0.3	97	88
Cc1cc(NS(=O)(=O)c2ccc(NC(=O)CSc3nnc(-c4ccco4)n3N)cc2)nc(C)n1	-0.1	12	-1	1	-2	1.2	7	-0.3	94	89
CCOC(=O)c1[nH]c2ccc(OCC)cc2c1CCCN1C(=O)c2ccccc2C1=O	0.1	2	5	-5	6	0.7	8	-0.3	96	99
COc1ccccc1N1CCN(Cc2nc3ccsc3c(=O)[nH]2)CC1	0.5	2	3	14	3	1.1	8	0.0	103	99
Cc1ccc(S(=O)(=O)NC2=NCN(CCOC(=O)c3ccccc3)CN2)cc1	0.1	3	-7	8	-7	1.1	-1	-0.3	106	97
CCOC(=O)Cc1csc(NC(=O)c2sc3nc4ccc(C)cc4cc3c2N)n1	1.6	0	-2	19	5	1.2	10	0.5	96	100
O=C(COC(=O)c1c2ccccc2cc2ccccc12)Nc1ncc(C(F)(F)F)cc1Cl	0.2	-11	-4	6	-17	1.1	1	0.1	105	110
COc1ccc2ncc(S(=O)(=O)c3ccccc3)c(N3CCC4(CC3)OCCO4)c2c1	0.5	1	-9	-22	-1	0.41	-1	-0.3	102	99
CCC(CC)c1nc2cc(OC)c(OC)cc2c(=O)o1	-2.5	-5	1	2	-6	1.1	6	-0.1	101	106
Cc1ccc(S(=O)(=O)N2CCC(C(=O)N[C@@H](C)C(=O)NC3CCS(=O)(=O)C3)CC2)cc1 (some centres not stated)	0.4	2	-2	-5	-6	0.97	0	-0.6	103	98
Cn1c(NC(=O)c2cccs2)c(-c2cccs2)c(=O)c2ccccc21	-0.3	9	-3	-13	7	0.93	-6	0.7	105	92
CCN(C(=O)COC(=O)c1ccc(OCc2c(C)noc2C)cc1)c1ccccc1	0.2	-6	0	3	2	0.93	9	-0.1	96	105
CSc1nc(Sc2ccc(Cl)cc2)c2ccccc2n1	3.8	7	-9	-5	22	1.2	4	-0.2	105	94
O=C(CN1C(=O)CCS(=O)(=O)c2ccccc21)Nc1ccc2c(c1)OCCO2	-3.5	3	-5	-4	11	1.2	-1	-0.2	106	97
COC(=O)CCSc1cc(NCCOC(C)=O)c([N+](=O)[O-])c2nonc12	0.4	1	1	1	9	1.3	-2	0.0	100	99
Cc1sc2nc(CN3CCOCC3)nc(NCCc3ccccc3)c2c1C	0.7	8	0	3	-8	0.55	7	-0.1	97	92
COc1ccc(N(C(=O)c2cnccn2)C(C(=O)NC2CCCCC2)c2ccc(O)cc2)cc1 (configuration not stated)	12	9	-1	-3	2	0.98	9	-0.1	94	92
CN(C=[N+](C)C)c1cccc2c1C(=O)c1ccccc1C2=O	0.5	4	3	-5	2	0.95	16	-0.3	88	96
CCc1c(C)c2ccc(OCC(=O)N(C)C)c(C)c2oc1=O	-0.1	3	-3	-14	5	1.3	16	0.3	90	97
Cc1ccc(S(=O)(=O)Nc2ccc3nc(N)sc3c2)cc1	1.7	24	-1	-5	0	0.85	11	0.8	94	78
CCCCn1nnc(NC(=S)NC(=O)c2ccc(-c3cccc(Cl)c3Cl)o2)n1	0.1	5	-8	0	-7	1.1	8	-0.3	89	96
Cc1cccc(N2CCCC2=Nc2ccc(Br)cc2C#N)c1	-7.3	3	2	-9	18	0.81	16	-0.4	92	98
COc1cc(/C=C2\SC(=Nc3ccc(O)cc3)NC2=O)cc(OC)c1O	0.9	6	0	11	-7	1.2	12	0.3	97	95
COc1ccc(C(C(N)=O)c2ncc(C(F)(F)F)cc2Cl)cc1OC (configuration not stated)	-0.6	2	-4	8	11	1.1	-1	-0.3	105	96
CSc1nc(-c2ccco2)nn1C(=O)CCc1ccccc1	0.7	3	-6	-3	-9	1.8	14	-0.3	91	97
CCOC(=O)c1c(CC(C)C)csc1NC=O	1.3	-4	-1	6	16	0.94	-5	0.3	109	103
CCNc1ccc(Br)cc(C(=O)/C=C/c2ccc(Cl)cc2Cl)c1=O	-2.5	-6	9	1	16	1.4	-6	-0.2	109	106
CCc1cc(N2CCOCC2)cc2c1[nH]c1ccccc12	2.0	1	-7	-9	-7	0.86	4	0.0	105	99
(cont.)
SMILES	DTT redox prof	STAT1 inh	HMGR II inh	TLR4-MyD88 BLA	APP 5'UTR act	NF-kB expr up	STAT3 inh	Hsp70 activator	STAT3 activator	STAT1 activator
Cc1ccccc1Nc1nc(-c2sc(NC(=O)c3ccc([N+](=O)[O-])cc3)nc2C)cs1	6.8	-6	-3	1	20	1.6	11	-0.4	93	106
CC1=CN2C(=N)/C(=C/c3ccc(Sc4ccc(Cl)cc4)o3)C(=O)N=C2S1	0.2	-4	-4	-3	-8	1.2	-11	-0.3	105	104
Cc1ccc(-n2c(=O)c3c4c(sc3n(Cc3cc(=O)n5ccccc5n3)c2=O)CCC4)cc1C	0.5	8	-2	-3	-5	1	-3	-0.2	103	93
Cn1c(=O)n(C)c2cc(NS(=O)(=O)c3ccc4c(c3)CCCC4)ccc21	0.6	18	-2	-20	-1	0.88	53*	-0.3	59	84
CCSc1nnc2c(Cl)cc(Cl)cn12	-1.3	-1	0	-1	-7	1.1	10	-0.4	98	101
CCOC(=O)C1=NN(c2ccc(Cl)cc2)C(c2ccccc2)CC1=O (configuration not stated)	0.1	-2	1	-1	-6	0.99	-5	0.0	104	102
Nn1c(=O)c2ccccc2n2c(SCc3ccccc3)nnc12	1.7	-1	1	-1	1	1.7	23	-0.3	83	101
CCN1C=C(Cc2ccccc2C)C2=C(C1)C(c1ccccc1C)C(C#N)=C(N)O2 (configuration not stated)	0.5	10	-2	3	-1	1	6	-0.1	93	91
CC(NC(=O)C1C(=O)N(CCO)C2(C)CC1c1ccccc1O2)c1ccccc1 (configuration not stated)	-3.7	0	-3	-5	0	1.2	4	0.3	100	100

High-throughput results as filed in PubChem BioAssay.
